High-throughput results deposited in PubChem by National Center for Advancing Translational Sciences (NCATS).
IMPase cell inh – qHTS Assay for Identifying the Cell-Membrane Permeable IMPase Inhibitors; CHO-M1 cells, IP1 accumulation, HTRF TR-FRET ratio; 120,000 tested, under 10 active; inhibition (IP1 accumulation), % at 46.1 µM; Inositol monophosphatase 1 (Rattus norvegicus), P97697; active means well fitted curve in the direction sought with a large enough effect in the signal ratio, not every such curve was filed as active; inconclusive means small, poorly fitted or top-dose-only effect, or a change in a side signal; inactive means no such curve, though single readings can be large or run the other way; the % refers to the signal ratio;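 further: cells stimulated with carbachol in lithium chloride buffer; plate controls were DMSO basal wells for no effect and reference inhibitor wells for full effect; higher means more IMPase inhibition seen as more IP1 and lower FRET ratio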
Target sequence (P97697 whole entry, looked up): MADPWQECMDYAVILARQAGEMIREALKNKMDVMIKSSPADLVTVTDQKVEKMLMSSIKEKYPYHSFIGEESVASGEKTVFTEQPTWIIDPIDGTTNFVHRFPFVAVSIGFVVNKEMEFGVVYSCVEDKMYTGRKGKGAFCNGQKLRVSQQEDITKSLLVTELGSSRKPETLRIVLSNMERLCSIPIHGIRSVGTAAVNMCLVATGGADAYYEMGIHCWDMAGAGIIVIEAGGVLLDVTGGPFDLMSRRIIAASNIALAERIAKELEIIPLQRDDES
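Seeded CHO-M1 cells were dosed with compound at up to 46 uM, stimulated with carbachol for 30 min, then lysed in IP-One detection reagents. Higher IP1 lowers the TR-FRET signal.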
* marks the source's active call; other numbers are inactive results; ? = inconclusive.

Structure	IMPase cell inh
COCCCNC(=O)Cn1c(=O)n(Cc2ccc(C(=O)NCc3ccc(C)cc3)cc2)c(=O)c2ccccc21	1
Brc1cccc(-c2cnn3c(-c4ccccc4)cc(-c4ccccc4)nc23)c1	-8
COc1cccc(C2C(C(N)=O)=C(C)Nc3ncnn32)c1 (configuration not stated)	3
O=C(Nc1ccc(Oc2ccccc2)cc1)C1CCN(S(=O)(=O)c2ccc(Cl)cc2)CC1	-6
CCOC(=O)C1(C)C=C(Nc2ccc(C)cc2)C(=O)N1c1ccccc1 (configuration not stated)	0
Cc1nc(SCC(=O)Nc2nsc(-c3ccc(C(C)(C)C)cc3)n2)c2c3c(sc2n1)CCCC3	-11
Fc1ccc(C(Nc2ccccc2Cl)c2nnc(-c3ccccc3Cl)o2)cc1 (configuration not stated)	12
Cc1nn2c(C(F)(F)F)cc(-c3ccc(OC(C)C)cc3)nc2c1C#N	-7
CCOc1cc(C(=O)Nc2ccc3oc(-c4ccc(F)cc4Cl)nc3c2)cc(OCC)c1OCC	?
CC(C)c1ccc(OCC(O)CN2CCN(c3ccc(F)cc3)CC2)cc1 (configuration not stated)	0
COc1ccc2nc3sc(C(=O)Nc4cc(Cl)c(OC)cc4OC)cc3cc2c1	?
CCOc1ccccc1C1Nc2ccccc2-c2nnc(SCc3ccccc3)nc2O1 (configuration not stated)	7
COc1ccc(NC(=O)Cn2cc(C(=O)C3CC3)c3ccccc32)cc1	?
COc1cc(NC(=O)NCC2CCN(Cc3ccc(C)cc3)CC2)cc(OC)c1OC	3
CCCCCN1C(C(=O)c2ccccc2)=C(NC(C)=O)c2ccccc2S1(=O)=O	4
CCn1c(=O)sc2cc(NS(=O)(=O)c3ccc(F)c(C)c3)ccc21	?
CCOC(=O)c1c(NC(=O)COc2ccc(Cl)cc2Cl)sc2c1CCCCC2	1
CCc1nnc2c(Nc3cc(OC)c(Cl)cc3OC)nc3ccccc3n12	-5
Cn1nc(-c2ccc(OCC(=O)Nc3cccc(C(F)(F)F)c3)cc2)c2ccccc2c1=O	?
Cc1ccccc1NC(=O)COc1ccc2oc3c(c2c1)CCCC3	-5
CCOc1ccc(C(=O)Nc2c(C)nc(Nc3ccccc3)nc2Nc2ccccc2)cc1OCC	-7
COc1cc(NC(=O)Cn2cc(S(=O)(=O)N3CCC(C)CC3)c3ccccc3c2=O)cc(OC)c1OC	2
COc1ccc(-c2nc3cc(NC(=O)Cc4ccc(Cl)cc4)ccc3o2)cc1OC	-12
CCc1cccc(C)c1NC(=O)CN1C(=O)c2cccc3cccc1c23	2
O=C(O)c1ccc(Nc2nc(-c3ccccc3)c3cc(Br)ccc3n2)cc1	-19
Cc1nnc2c3ccccc3nc(Nc3ccccc3C(=O)O)n12	7
Cc1ccc(C(=O)NCCn2c(C)cc3ccccc32)cc1C	-13
CC(=O)c1c(C)oc2ccc(N(C(=O)Oc3ccccc3)S(=O)(=O)c3ccc(Br)cc3)cc12	6
O=C(NC1(C(F)(F)F)NC(=O)N(CCc2ccccc2)C1=O)c1ccc(Cl)cc1 (configuration not stated)	23
CCCOc1ccc(N2CC(C(=O)Nc3cccc(Cl)c3Cl)CC2=O)cc1 (configuration not stated)	-16

Grouped by structure: the entries above with an aryl thioether with sulfur outside any ring
Structure	IMPase cell inh
Cc1nc(SCC(=O)Nc2nsc(-c3ccc(C(C)(C)C)cc3)n2)c2c3c(sc2n1)CCCC3	-11
CCOc1ccccc1C1Nc2ccccc2-c2nnc(SCc3ccccc3)nc2O1 (configuration not stated)	7

An excerpt from above in order of SMILES length, high to low.
Structure	IMPase cell inh
COc1cc(NC(=O)Cn2cc(S(=O)(=O)N3CCC(C)CC3)c3ccccc3c2=O)cc(OC)c1OC	2
CC(=O)c1c(C)oc2ccc(N(C(=O)Oc3ccccc3)S(=O)(=O)c3ccc(Br)cc3)cc12	6
Cn1nc(-c2ccc(OCC(=O)Nc3cccc(C(F)(F)F)c3)cc2)c2ccccc2c1=O	?
CCOc1ccc(C(=O)Nc2c(C)nc(Nc3ccccc3)nc2Nc2ccccc2)cc1OCC	-7
CCOC(=O)c1c(NC(=O)COc2ccc(Cl)cc2Cl)sc2c1CCCCC2	1
CCOC(=O)C1(C)C=C(Nc2ccc(C)cc2)C(=O)N1c1ccccc1 (configuration not stated)	0

(more compounds)
Structure	IMPase cell inh
O=C(Nc1nc2n(n1)C(c1ccccc1)C=C(c1ccccc1)N2)c1ccccc1 (configuration not stated)	-2
O=C(c1ccco1)n1nc(-c2ccc(Cl)cc2)nc1NCc1ccc(F)cc1	-5
COc1ccc(-c2csc3nc(-c4ccccc4)oc(=O)c23)cc1OC	-1
COc1ccc(Cl)cc1NC(=O)Cn1nc(C(F)(F)F)c2c1CCCC2	-3
COc1ccc(NC(=O)c2ccco2)cc1NC(=O)COc1ccccc1Cl	2
O=C1C(Nc2ccccc2)=CC(c2ccc(Br)cc2)N1c1ccccc1 (configuration not stated)	5
CCCC12CN3CC(C)(CN(C1)C3c1ccccc1Cl)C2=O (configuration not stated)	-5
CCc1ccc(OCC(=O)Nc2ccc(S(=O)(=O)Nc3onc(C)c3C)cc2)cc1	-1
Cc1ccc(S(=O)(=O)c2nc(-c3ccccc3F)oc2N2CCCCC2)cc1	0
O=C(COc1ccc(Cl)cc1)Nc1ccc(-c2nc3ccccc3s2)c(O)c1	?
COc1ccc(C2C=C(c3ccc(Cl)c(Cl)c3)Nc3ncnn32)cc1 (configuration not stated)	13
CC(C)(C)C1CCc2c(sc(NC(=O)c3ccccc3F)c2C(=O)N2CCCCC2)C1 (configuration not stated)	-2
Cc1ccc(NC(=O)c2ccccc2Br)c(C(=O)c2ccccc2)c1	14
CCOC(=O)c1cnc2ccc(C)cc2c1Nc1ccc(N(CC)CC)cc1	19
CCCCNS(=O)(=O)c1ccc(C)c(-c2nnc3c4ccccc4c(C)nn23)c1	-19
CCn1c(=O)c(C(=O)Nc2ccc(C(C)=O)cc2)nc2ccccc21	-9
CCCCNC(=O)c1ccc2c(c1)N=C(CC)c1ccccc1S2	4
COc1ccc(-c2nc3n(n2)C(=O)CC(c2ccc(Cl)cc2)S3)cc1 (configuration not stated)	?
COc1ccc(OC)c(NC(=O)c2cc3c(n(-c4ccc(Cl)cc4)c2=O)CC(C)(C)CC3=O)c1	-5
CCn1c2ccccc2c2cc(CN3CCN(Cc4ccc(Cl)cc4)CC3)ccc21	-7
Cc1cc(C)cc(Nc2nc3ccccc3n3cnnc23)c1	5
O=C(Nc1ccc2oc(-c3cccnc3)nc2c1)c1ccccc1F	?
CNC(=O)c1ccc(Nc2nnc(-c3ccc(C)c(S(=O)(=O)N4CCOCC4)c3)c3ccccc23)cc1	-11
CCCCOc1ccc(C2c3c(oc4ccc(C)cc4c3=O)C(=O)N2CCCN(C)C)cc1OCC (configuration not stated)	-1
COc1nc(Oc2ccc(=O)n(-c3ccccc3)n2)nc(N(C)C)n1	0
COc1ccc(Nc2c(-c3ccsc3)nc3nc(C)cc(C)n23)cc1	2
CCOC(=O)C1=C(C)NC(=O)NC1c1cn(-c2ccccc2)nc1-c1ccc(OCC)cc1 (configuration not stated)	11
COc1ccc(NC(=O)CSc2nc3ccccc3nc2N2CCCCC2)cc1	-1
Cc1ccc2c(c1)C(=O)OC(C(=O)Nc1ncc(Cc3ccc(C(C)C)cc3)s1)C2 (configuration not stated)	9
Cc1ccc(NC(=O)c2c(NC(=O)c3ccccc3)sc3c2CCC3)cc1	-8
CCOc1cccc(C(=O)Nc2ccc3oc(-c4ccc(C(C)(C)C)cc4)nc3c2)c1	-5
CCC1CCCCN1C(=O)CSc1nc(-c2ccc(OC)c(OC)c2)cc(C(F)(F)F)n1 (configuration not stated)	-6
CNc1c(NC(=O)c2ccc(OC)c(OC)c2)c(=O)oc2ccccc12	-4
Cc1ccc(-c2nnc(Nc3ccccc3O)c3ccccc23)cc1	7
CCCCCC(=O)N1c2ccccc2C(C)(c2ccccc2)CC1(C)C (configuration not stated)	0
CCCOc1ccc(NC(=O)C(=O)NCCCN2CCOCC2)cc1	-3
C=C(C)CSc1nc2sc3c(c2c(=O)n1-c1ccccc1)CC(C(C)C)OC3 (configuration not stated)	-7
CC(NC(=O)CN1C(=O)COc2ccc(Cl)cc21)c1ccccc1 (configuration not stated)	-3
COc1ccc(C(=O)Nc2ccc3oc(-c4cccnc4)nc3c2)cc1	-1
CCn1c(=N)c(C(=O)NCc2ccccc2)cc2c(=O)n3cc(C)ccc3nc21	0
COC(=O)c1ccc(C(=O)Nc2ccc(-c3nc4cc(NC(=O)c5ccc(C(=O)OC)cc5)ccc4o3)cc2)cc1	-3
Cn1c(=O)n(C)c2cc(N3CCCCC3)c(NC(=O)Nc3ccc(Br)cc3)cc21	-1
Cc1cc(C)c(S(=O)(=O)Nc2cc(Cl)c3oc4c(c3c2)C(=O)CCC4)cc1C	5
CCCc1nc2sc3c(N4CCCCC4)ncnc3c2c2c1CCCC2	-6
CCCNS(=O)(=O)c1cc(-c2nnc3c4ccccc4c(C)nn23)ccc1OC	-11

Look-ups from the entries so far:
CCCOc1ccc(NC(=O)C(=O)NCCCN2CCOCC2)cc1 in IMPase cell inh shows -3
Cc1ccc(-c2nnc(Nc3ccccc3O)c3ccccc23)cc1 in IMPase cell inh shows 7

Remaining list, next part:
Structure	IMPase cell inh
O=C(Nc1ccc(NC(=O)c2cccs2)cc1)c1cccc(Br)c1	?
COc1cc(OC)cc(C(=O)Nc2ccc3c(c2)OCCO3)c1	5
CC(C)(C)C1CCc2c(sc(NC(=O)c3ccncc3)c2C(=O)Nc2ccccc2Cl)C1 (configuration not stated)	9
CCCCCSc1nnc2c(n1)OC(c1ccc(C)s1)N(C(C)=O)c1ccccc1-2 (configuration not stated)	12
Cc1cc2cc(CCNS(=O)(=O)c3ccc(Br)cc3)c(=O)[nH]c2cc1C	8
Cc1ccc(OCC(=O)Nc2ccc(S(=O)(=O)Nc3cc(C)on3)cc2)c(Br)c1	9
CCN(CC)C(=O)Cn1c(=O)n(Cc2ccc(C(=O)NCc3ccc(C)cc3)cc2)c(=O)c2ccccc21	-9
Cc1cc(Nc2ccc(F)cc2)n2c(nc3ccccc32)c1C#N	2
COc1ccccc1CNC(=O)CSc1nc(-c2ccc(OC)c(OC)c2)cc(C(F)(F)F)n1	0
CC1CCc2c(sc3nnn(CC(=O)Nc4c(C(C)C)cccc4C(C)C)c(=O)c23)C1 (configuration not stated)	-4
CSc1ccc(C2c3c(oc4ccccc4c3=O)C(=O)N2CCCN2CCOCC2)cc1 (configuration not stated)	8
CC(C)(C)C1CCc2c(sc(NC(=O)c3cc4ccccc4c(=O)o3)c2C(N)=O)C1 (configuration not stated)	-3
CCc1c(C)sc(NC(=O)c2cc3nc(-c4ccc(OC)cc4)cc(C(F)(F)F)n3n2)c1C(=O)OC	?
COc1ccc(/C=C(\C#N)c2nc(-c3cc4ccccc4oc3=O)cs2)cc1OC	-12
CCC(=O)N1CCc2cc(S(=O)(=O)N3CCN(c4ccccc4F)CC3)ccc21	1

Further entries.
Compound	IMPase cell inh
CC(C)C(=O)Nc1cccc(C(=O)Nc2nnc(CC(C)(C)C)s2)c1	-4
CCc1nnc2c3ccccc3nc(Nc3ccc(F)c(Cl)c3)n12	-4
CCN(CC)C(=O)c1c(NC(=O)c2cccc(C)c2)sc2c1CCC(C)C2 (configuration not stated)	-3
COCCn1c(=N)c(C(=O)NCc2ccco2)cc2c(=O)n3cc(C)ccc3nc21	-1
Cc1cccc(NC(=O)CSc2nc3ccccc3nc2N2CCCCC2)c1C	?
COc1cc(NC(=O)CSc2nc(-c3ccco3)cc(C(F)(F)F)n2)cc(OC)c1OC	0
CC(C)(C)c1ccc(-c2nc(S(=O)(=O)c3ccccc3)c(N3CCOCC3)o2)cc1	3
Cc1ccccc1NC(=O)CC(NCc1cccnc1)C(=O)O (configuration not stated)	9
COc1ccc(OC)c(NC(=O)C(CCSC)NS(=O)(=O)c2cccs2)c1 (configuration not stated)	5
Fc1ccccc1C(NCCc1ccc(Cl)cc1)c1nnc(-c2ccccc2)o1 (configuration not stated)	-3
CCc1ccccc1Nc1nc2ccccc2n2cnnc12	-1
Cc1ccc(C)c(Nc2nnc(-n3nc(C)cc3C)c3ccccc23)c1	7
O=S(=O)(c1ccc(F)cc1)N(CC(O)Cn1c2ccccc2c2ccccc21)c1ccccc1 (configuration not stated)	11
CCOC(=O)c1ccc(NC(=O)C(=O)NCc2ccco2)cc1	-8
COc1ccc(S(=O)(=O)N(CCc2ccccc2)CC(=O)Nc2cccc(OC)c2)cc1	-2
Cc1ccc(Nc2cc(C)c(C#N)c3nc4ccccc4n23)c(C)c1	4
Cc1cccc(NC(=O)Nc2ccc(F)cc2)n1	6
CC(C)OC(=O)/C(C#N)=C/c1ccc(-c2ccc(Cl)c(Cl)c2)o1	-12
Cc1ccc(Cl)cc1-n1c(CCC(=O)O)ccc1-c1cccs1	-8
COc1ccc(C)cc1Nc1nc2cc(Cl)c(Cl)cc2nc1-n1nc(C)cc1C	2
CCC(C)NC(=O)c1ccccc1NC(=O)CN1C(=O)c2cccc3cccc1c23 (configuration not stated)	-6
Cc1ccccc1NC(=O)c1c(NC(=O)Cc2ccccc2)sc2c1CCC2	-2
Cc1ccccc1C(=O)Nc1sc2c(c1C(=O)N1CCC(C)CC1)CCCC2	4
Cc1ccc(C)c(N2CCN(C(=O)CCS(=O)(=O)c3cc(Br)cc4c3N(C(=O)C3CC3)CC4)CC2)c1	?
COc1cc(OC)c(N(C)C(=O)c2cn(C3CCCC3)c(=O)c3c2c2ccccc2n3C)cc1Cl	7
Cc1ccc(C2CC(=O)n3nc(-c4cccc(C)c4)nc3S2)cc1 (configuration not stated)	-8
CCOc1ccccc1N(CC(=O)NCCSc1ccccc1)S(=O)(=O)c1ccccc1	5

Only part of the results is shown. The share of hits here may be higher or lower than overall.
